# Glyco luc inh = increase of ERlucT glycosylation luciferase signal, primary screen, N-linked glycosylation inhibitor project, D54 ERlucT cells, luminescence, set 2; AID 588692, 2011; reporter increase, % at 12.5 µM; 0.23% of 360,000 active; D54 ERlucT glycosylation luciferase reporter, 24 h; percent of 100 nM tunicamycin response;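 active = mean luciferase reporter signal, scaled so untreated is 0 and the glycosylation-blocking control 100, at or above a set limit in every replicate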;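 note: luciferase carries N-glycosylation sites so blocking glycosylation raises the light; 0% = median of neutral control wells and 100% = median of 100 nM tunicamycin wells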
# ABHD5 PLIN5 PPI = ABHD5-PLIN5 interaction inhibitors, primary screen, cell lysate, split luciferase complementation, luminescence; Split G. princeps luciferase complementation, 4 h; inhibition, % at 4 µM; 0.78% of 360,000 active;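 active = inhibition above the mean inhibition across every tested compound plus 3 SD, cut at about 22% in these data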;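 note: 0% = DMSO only wells and the 100% control is not disclosed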
# TLR9-MyD88 inh = inhibitors of TLR9-MyD88 association in cells, primary screen, cell-based, CHO, BLA complementation, fluorescence. Toll-like receptor 9 (Homo sapiens) + Myeloid differentiation primary response protein …. 0.21% of 340,000 active. inhibition, % at 4.98 µM. CCF4 FRET ratio;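 active = inhibition above the mean over all tested compounds plus 3 SD, cut at about 21% in these data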;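 note: 0% = DMSO only wells and 100% = clavulanate BLA inhibitor control wells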
# H9c2 protect = cardioprotection against H2O2-induced cell death, primary screen, uHTS, H9c2 cells, ATPLite luminescence; H9c2 cardiomyocytes, H2O2 injury protection, 2 h; AID 588492, 2011; 0.63% of 360,000 active; protection from H2O2 cell death, % at 20 µM;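 active = compounds giving at least 50% protection of heart cells from peroxide-induced death in the single-dose screen, raw or plate-pattern-corrected value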;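 note: 0% = DMSO wells with peroxide and 100% = DMSO wells without peroxide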
# ABCB6 inh MLPCN = ABCB6 transporter inhibitors, primary screen, K562-ABCB6 cells, flow cytometry, MLPCN library; K562-ABCB6 porphyrin accumulation, 1 h; hits give low values; 0.19% of 360,000 active; fluorescence ratio to DMSO, % at 10 µM; ATP-binding cassette sub-family B member 6 (Homo sapiens), Q9NP58; AID 602162, 2011;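 active = fluorescence ratio to DMSO below 75%, the collection mean minus 3 SD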;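 note: signal is porphyrin accumulated inside mitochondria; 100% equals median channel fluorescence of DMSO control wells; lower ratio means ABCB6 inhibition with less porphyrin fluorescence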
# NOD2 RIPK2 PPI = NOD2-RIPK2 binding disruptors in cells, primary screen, fluorescence, CHO cells, BLA complementation; CCF4 ratio; inhibition, % at 4.98 µM; 0.38% of 360,000 active; AID 624267, 2012; in the data active = inhibition above about 21%;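 note: 0% = vehicle only and 100% = reference blocker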
# Target sequence (O43353 whole entry, looked up): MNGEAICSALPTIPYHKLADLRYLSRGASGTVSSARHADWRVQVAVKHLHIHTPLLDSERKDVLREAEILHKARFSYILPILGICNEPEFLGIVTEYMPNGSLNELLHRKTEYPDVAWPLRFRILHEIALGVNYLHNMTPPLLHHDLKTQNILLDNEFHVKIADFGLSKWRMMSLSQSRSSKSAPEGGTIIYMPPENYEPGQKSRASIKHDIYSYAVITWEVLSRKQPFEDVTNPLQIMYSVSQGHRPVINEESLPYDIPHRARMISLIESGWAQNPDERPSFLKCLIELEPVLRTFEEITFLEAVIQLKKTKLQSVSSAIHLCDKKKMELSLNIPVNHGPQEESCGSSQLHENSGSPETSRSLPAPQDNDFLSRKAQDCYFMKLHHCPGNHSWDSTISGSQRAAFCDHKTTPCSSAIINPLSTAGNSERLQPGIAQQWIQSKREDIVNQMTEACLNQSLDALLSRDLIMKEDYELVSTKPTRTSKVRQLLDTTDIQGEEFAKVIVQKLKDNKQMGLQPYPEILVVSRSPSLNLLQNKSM
# MC4R antag cAMP = MC4R antagonists of cAMP signaling, primary screen, cell-based, TR-FRET, antagonist arm of biased-ligand search; Melanocortin receptor 4 (Homo sapiens), P32245; MC4R-expressing cells, MTII-stimulated cAMP, LANCE TR-FRET; inhibition, % at 6.5 µM; 0.48% of 360,000 active;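 active = inhibition above its plate's cutoff, the mean of tested wells on that plate plus 3 SD, cut at about 29% in these data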;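 note: 0% = Melanotan II alone and 100% = Melanotan II plus saturating MCL0020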
# Target sequence (P32245 whole entry, looked up): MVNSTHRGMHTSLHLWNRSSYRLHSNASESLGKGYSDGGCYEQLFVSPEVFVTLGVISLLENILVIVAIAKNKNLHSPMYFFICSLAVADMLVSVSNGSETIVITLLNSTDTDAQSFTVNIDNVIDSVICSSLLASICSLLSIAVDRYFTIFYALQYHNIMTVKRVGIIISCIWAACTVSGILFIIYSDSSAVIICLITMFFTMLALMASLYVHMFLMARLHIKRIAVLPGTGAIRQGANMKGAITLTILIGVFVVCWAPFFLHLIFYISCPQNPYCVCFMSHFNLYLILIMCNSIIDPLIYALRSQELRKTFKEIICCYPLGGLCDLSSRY
#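 System: U2OS-MC4R stable cell line; Technique: Eu-cAMP/anti-cAMP TR-FRET, emission 671 nm; Repeats: single well per compound; Also added: Melanotan II; Dosing: one concentration, 6.5 µM nominal; Schedule: 30-min compound, 1-h challenge, 1-h detection, room temperature.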
# m5-HT2A agonist = mouse Htr2a agonists via beta-arrestin recruitment, primary screen, cell-based, luminescence; 0.66% of 360,000 active; CHO-K1 mHTR2A beta-arrestin complementation; percent of 30 µM serotonin response; activation, % at 7.6 µM; AID 624169, 2012;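 active = activation above a run cutoff, the mean activation of all tested compounds plus 3 SD, cut at about 14% in these data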;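 note: 0% = plate median of compound wells and 100% = 30 µM serotonin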
# SRC2 inh = inhibition of GAL4-SRC2 driven luciferase reporter, primary screen, SRC2 inhibitor project, cell-based, luminescence; HEK293 GAL4-SRC2 luciferase reporter; inhibition, % at 9 µM; 0.17% of 370,000 active; AID 651957, 2012;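 active = inhibition above the mean inhibition of all tested compounds plus 3 SD, set per campaign, cut at about 52% in these data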;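 note: 0% = DMSO treated cells and 100% = cells given Gossypol at 36 µM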
# MC4R barr agon = MC4R agonists recruiting beta-arrestin, primary screen, cell-based, luminescence, agonist arm of biased-ligand search | Melanocortin receptor 4 (Homo sapiens), P32245 | U2OS MC4R beta-arrestin complementation; percent of melanotan II response, DMSO zero | activation, % at 8.9 µM | 0.98% of 360,000 active;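 active = activation above a per-plate cutoff, the mean activation of sample wells on that plate plus 3 SD, cut at about 8% in these data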
# An asterisk follows results filed as active; · = not tested or not shown.
canonical_smiles	ABCB6 inh MLPCN	MC4R antag cAMP	Glyco luc inh	TLR9-MyD88 inh	H9c2 protect	ABHD5 PLIN5 PPI	NOD2 RIPK2 PPI	SRC2 inh	m5-HT2A agonist	MC4R barr agon
CN(Cc1cnccn1)C(=O)CC1C(=O)NCCN1Cc1c(F)cccc1Cl (configuration not stated)	101	-1	-1	0	-5	-7	4	-11	-2	-2.5
C=CCNC(=O)Nc1ccc2oc(C)nc2c1	102	2	3	7	0	3	0	0	1	-1.5
COc1ccc(S(=O)(=O)NCCc2c[nH]c3ccc(Cl)cc23)cc1	98	6	0	0	-3	6	-6	0	-5	-0.8
Cc1nn(C(C)C(=O)N/N=C/c2ccc(N(C)C)cc2)c(C)c1[N+](=O)[O-] (configuration not stated)	100	8	1	-3	-2	7	-6	11	6	0.5
CSc1nnc(-c2ccccc2)n1C	91	0	2	-5	-6	-2	-8	1	11	1.5
COc1cc(C(=O)OCC(=O)N(CC(C)C)C2CCS(=O)(=O)C2)ccc1OCC(C)C (configuration not stated)	96	6	0	-5	11	6	4	9	-2	-3.3
COc1ccc(Nc2nnc(SC(C(=O)Nc3ccc(OC)c(Cl)c3)c3ccccc3)s2)cc1 (configuration not stated)	101	1	-3	-7	-11	-5	-4	-15	0	1.4
Nc1nonc1C(=O)N1CCCC1	92	12	3	-8	4	0	-7	14	1	1.0
COC(=O)C(CC(=O)c1ccccc1)CC(=O)c1ccccc1	83	-2	0	0	1	0	-12	3	-1	-0.3
CCOC(=O)C1(S(=O)(=O)c2ccc(Cl)cc2)CCN(Cc2ccc(C)cc2)CC1	103	-3	-5	-1	-10	0	-3	-21	-6	1.5
O=C(O)CCNC(=S)Nc1cccc(F)c1	93	-2	0	-5	0	-9	4	21	-3	-1.9
COc1ccccc1C(=O)Cc1ccccc1	103	10	-2	0	0	-1	2	-23	-5	0.7
CN(C)S(=O)(=O)c1cccc(NC(=O)COC(=O)c2ccc3c(c2)OCO3)c1	103	15	-1	2	10	9	-4	8	0	1.6
COc1ccc(-c2cc3ccc(OCC(C)=O)cc3oc2=O)cc1OC	96	-4	2	-10	5	-9	-15	-56	1	-2.0
Cc1ccc(/C=N/NC(=O)c2ccc3ccccc3c2)s1	99	-18	18	18	7	0	3	1	-11	-2.9
CCC(NC(=O)c1ccccc1NC(=O)C(C)(C)C)C(=O)N1CC(C)OC(C)C1 (configuration not stated)	89	2	4	14	4	-2	6	-20	5	-3.5
Nc1ccc2c(c1)C(=O)c1cc(Cl)c(Cl)cc1-2	99	5	2	-10	-14	-1	2	-17	-2	3.0
Cc1ccc(S(=O)(=O)N2C[C@H]3C(=O)C[C@@H](c4ccccc4F)N(S(=O)(=O)c4ccc(C)cc4)[C@H]3C[C@H]2c2ccccc2)cc1	100	·	0	·	1	17	-24	5	0	·
CC(=O)N1CCc2c(sc(NC(=O)c3ccc(S(=O)(=O)N(C)C)cc3)c2C#N)C1	103	9	2	1	1	4	9	4	-4	0.3
CCOc1cc2[nH]c(=O)n(CCCCCC(=O)NCc3ccco3)c(=O)c2cc1OCC	96	2	5	-5	2	5	6	-15	-2	-0.2
O=[N+]([O-])c1ccc(S(=O)(=O)N/N=C/c2ccco2)cc1	104	9	1	1	9	1	-11	20	-4	-1.9
COc1ccc(CCNC(=O)CCCC(=O)n2nc(C)c3ccccc32)cc1OC	94	-3	-1	3	2	2	-3	9	-3	-1.8
O=C(CCCn1c(SCc2cc(=O)n3ccccc3n2)nc2ccccc2c1=O)NCC1CCCO1 (configuration not stated)	94	-6	-6	-4	18	2	-4	2	-4	1.8
COCCn1nnnc1C(c1ccc(OC)cc1)N1CCN(c2ccccc2F)CC1 (configuration not stated)	96	2	-3	-3	-1	1	8	11	-8	0.9
O=c1c(-c2nn[nH]n2)coc2ccc(Cl)cc12	91	2	1	1	11	-6	-4	9	2	-2.6
COc1ccc(NC(=O)CSc2ccccc2)cc1S(=O)(=O)N1CCOCC1	101	-2	2	-7	1	2	-8	-24	5	-0.7
Cc1nc2ccccn2c1C(=O)Nc1ccc(Cl)cc1	99	14	0	1	-3	-1	-4	-45	1	0.6
Cc1ccc(N2CCN(/N=C/C(Cl)=C/c3ccccc3)CC2)cc1	102	8	-3	4	-8	-5	-7	-14	-1	1.6
COc1cc(OC)cc(C(=O)N[C@H](C(=O)NCc2ccco2)C(C)C)c1	102	4	1	-13	2	3	-4	-1	-4	-0.4
Cc1ccccc1-c1nc(CN2CCC(C(=O)NCCCN3CCCC3)CC2)c(C)o1	107	1	-2	8	1	4	-2	13	0	0.6
CC(=O)Nc1ccc(S(=O)(=O)N2CCN(C(=O)c3ncoc3-c3ccc(C)cc3)CC2)cc1	93	16	-2	-1	-1	2	2	5	-3	1.4
CCCn1c(=O)[nH]c(=O)c2c1nc(-c1ccc(OC(F)F)cc1)n2CCN1CCOCC1	104	-2	1	-8	5	8	-4	-31	2	2.2
Nc1cccc(C(=O)OCC(=O)Nc2cccc3c2C(=O)c2ccccc2C3=O)c1	101	-18	5	-10	7	1	-16	4	4	6.8
COc1ccc(NC(=O)Cn2nnc3ccccc32)c([N+](=O)[O-])c1	98	4	2	10	2	7	7	13	-1	-1.0
N#C/C(=C1\CCCN1)c1nc2ccccc2c(=O)[nH]1	95	0	5	1	74*	-6	-6	-27	1	-0.2
CCOc1ccccc1N1CC(C(=O)Nc2cc(S(C)(=O)=O)ccc2Cl)CC1=O (configuration not stated)	96	11	1	-2	9	5	2	10	-11	-3.9
COc1cccc(-c2nc(N3CCCC3)c3ccccc3n2)c1O	94	2	1	11	31	0	-14	-18	2	1.0
CC(C)CNS(=O)(=O)c1ccc(S(=O)(=O)N2CCN(CCC#N)CC2)cc1	96	8	-7	5	-5	3	-6	-19	1	0.4
Cc1ccc(N2CCN(/N=C/c3ccccc3[N+](=O)[O-])CC2)cc1	101	16	1	-13	-13	-11	-6	0	1	5.4
Cc1cccc(NC(=O)Cn2cnc3c(cnn3-c3ccc(F)cc3)c2=O)c1C	104	7	0	3	-12	-5	1	-4	2	5.8
Cc1cc(NC(=O)CCN2CCN(CCO)CC2)ccc1Br	99	1	1	7	0	-2	-1	-5	-1	0.2
CC(C)N(CCO)C(=O)C(c1ccccc1)c1ccccc1	105	-3	1	-5	-6	-1	-3	-14	7	-1.6
COC(=O)[C@@]1(C(C)C)N=C(c2cc(OC)c(OC)c(OC)c2)[C@]2(O1)C(=O)N(C)c1ccc(Br)cc12	94	·	·	·	·	13	-8	2	1	·
Cc1ccc(NC(=O)c2cccc3c2C(=O)N(C2CCCCC2)C3)c(C)c1	95	2	-3	-6	-12	6	-6	·	0	-1.9
COc1ccc(-n2c(SCC(=O)Nc3nccs3)nnc2-c2ccoc2C)cc1	83	1	-4	2	11	-3	2	-5	-1	-1.0
Cc1cc(C)cc(C(=O)NC(=S)Nc2cccnc2)c1	101	7	7	-10	-4	-7	-11	-7	-10	-0.2
CC1CCN(C(=O)c2cc3ccccc3o2)CC1	111	1	-2	-12	-10	2	-4	-73	-3	-2.4
CN1CCN(S(=O)(=O)c2ccc(Br)c3nsnc23)CC1	103	-2	2	9	1	-3	-1	-15	-1	0.6
COc1cc(CNc2ccc3[nH]c(=O)[nH]c3c2)ccc1OCc1ccc(C)cc1	94	-4	2	-10	-16	7	-24	-56	-5	7.2
COc1ccc(C)cc1NC(=O)C(=O)NNC(=O)c1ccco1	98	0	2	0	5	-2	-6	6	-5	-3.1
O=C(CSc1nc2ncccc2[nH]1)NC1CCCCC1	103	14	3	-5	1	12	5	-33	10	0.9
CC1CC(C)CN(c2ccc([N+](=O)[O-])nc2)C1 (configuration not stated)	98	3	3	-3	-3	3	0	-18	2	-3.5
CCOC(=O)C(CC)Sc1nc(N)c(NC(=O)c2ccc(OC)c(OC)c2)c(=O)[nH]1 (configuration not stated)	98	3	2	-3	-1	1	-12	-18	3	-1.3
CC(=O)c1cccc(OCc2cc(C(=O)NCCC3=CCCCC3)no2)c1	97	0	-7	1	-2	-2	2	-52	-5	-2.9
CCS(=O)(=O)c1ccc2oc(Nc3ccccc3Br)nc2c1	95	16	-4	-2	-9	-2	-4	-70	-3	-0.3
O=C(Nn1cnc2ccccc2c1=O)c1c(F)cccc1F	98	7	0	-7	0	-7	-22	4	0	-0.4

# Later entries:
canonical_smiles	ABCB6 inh MLPCN	MC4R antag cAMP	Glyco luc inh	TLR9-MyD88 inh	H9c2 protect	ABHD5 PLIN5 PPI	NOD2 RIPK2 PPI	SRC2 inh	m5-HT2A agonist	MC4R barr agon
COc1ccc(NC(=O)C(CC(C)C)NC(=O)C2CCC(C)CC2)c(OC)c1 (configuration not stated)	98	9	1	-4	-4	-3	-3	22	4	0.6
O=C1CCCCC/C1=N/Nc1ccc(OCc2ccccc2)cc1	97	6	-1	-1	-13	-6	0	-12	0	-0.2
COc1cc2nc(N(C)C)nc(N)c2cc1OC	102	1	48*	3	1	1	-6	-158	-2	0.3
COc1cc(/C=C/C(=O)N(C)CC(=O)Nc2ccccc2SC)cc(OC)c1OC	98	10	5	-6	-3	2	4	8	-4	-0.2
Nc1c(-c2n[nH]c(=S)n2-c2ccc(Cl)cc2Cl)cnn1-c1ccccc1	100	11	1	-6	8	0	-9	3	1	-4.2
O=C1OCC(CC2=C(O)C(=O)OC2)=C1O	93	-3	1	-10	3	-6	0	4	4	0.4
COc1ccc(CCNC(=O)CN2C(=O)NC3(CCCCC3C)C2=O)cc1 (configuration not stated)	95	12	-2	-12	-3	0	-7	-9	7	0.8
Cc1cccc(OCC(=O)N2CCN(C(=O)c3ccc([N+](=O)[O-])cc3)CC2)c1	108	6	1	3	0	-2	1	8	-4	1.6
CCCCS(=O)(=O)N1CCC(C(=O)NCC2CCCO2)CC1 (configuration not stated)	90	9	2	5	-1	-1	12	23	-1	-2.2
CCOc1cc(NC(=S)NCCCN2CCOCC2)c(OCC)cc1NC(=O)c1ccc(C)cc1	96	7	-3	8	-4	-8	-14	-18	-1	-1.3

# Source: PubChem

# Not all compounds are listed; count on the stated rates, not on these rows.
